# Bioassay records: PubChem, National Center for Advancing Translational Sciences (NCATS)
# GRP78 ERSR act: induces the endoplasmic reticulum stress response in human glioma cells; U87-MG GRP78 promoter luciferase reporter, 16 h; 0.02% of 420,000 active; Potency, µM, for the others: at the top dose activation, hits mostly activators; further: potency means the concentration at half of the fitted maximal effect; series mostly up to about 76 µM; % of control where 0% means no effect; nearly all actives have a fitted effect of over 35% in size
#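 ERSR induction read as luciferase luminescence (Bright-Glo, 10 min at room temperature) in stably transfected human U87-MG glioma cells exposed to compounds for 16 h, using GRP78 as sensor.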
# TrxR1 substrate: is turned over as a substrate by rat TrxR1. O89049. purified TrxR1 substrate turnover, NADPH consumption readout. 0.01% of 390,000 active. AID 588456. Potency, µM (titrated, usually from 114 µM), for the others: top-dose activity change, negative = substrate turnover; further: potency means the concentration at half of the fitted maximal effect; on the % scale 0 is the no-effect control and ±100 the full control effect; nearly all actives have a fitted effect of over 50% in size
# Target sequence (O89049 whole entry, looked up): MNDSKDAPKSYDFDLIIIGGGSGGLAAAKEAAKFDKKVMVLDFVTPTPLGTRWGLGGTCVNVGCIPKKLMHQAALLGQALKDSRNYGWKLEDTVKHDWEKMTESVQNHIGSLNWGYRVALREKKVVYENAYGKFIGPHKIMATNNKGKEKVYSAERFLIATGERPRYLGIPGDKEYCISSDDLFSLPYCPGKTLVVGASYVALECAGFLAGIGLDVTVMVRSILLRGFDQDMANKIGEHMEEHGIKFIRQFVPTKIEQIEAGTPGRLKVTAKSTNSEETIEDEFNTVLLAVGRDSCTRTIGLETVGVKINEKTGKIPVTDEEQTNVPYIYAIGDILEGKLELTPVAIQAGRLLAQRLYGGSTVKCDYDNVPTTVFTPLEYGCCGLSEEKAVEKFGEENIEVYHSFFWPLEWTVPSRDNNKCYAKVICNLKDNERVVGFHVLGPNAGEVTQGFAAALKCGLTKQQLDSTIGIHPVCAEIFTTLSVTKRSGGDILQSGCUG
#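 Rat TrxR1, dispensed at 90 nM, was prereduced with 400 uM NADPH (final) for 5 min at ~22 deg C, then incubated with compound 15 min before 400 uM selenite. A first-read NADPH fluorescence drop versus no-compound background flagged substrates.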
# mIDH1 inhibitor: blocks human mutant IDH1 R132H enzyme; Potency, µM (top dose mostly 76.6 µM), without a hit: at the highest dose activity change, negative = inhibition, most hits filed as inhibitors; O75874; 0.093% of 390,000 active; IDH1-R132H enzyme, NADPH consumption, diaphorase/resazurin fluorescence; further: potency means the concentration at half of the fitted maximal effect; on the % scale 0 is the no-effect control and ±100 the full control effect; nearly all actives have a fitted effect of over 65% in size
# Target sequence (O75874 whole entry R132H, stated change not applied): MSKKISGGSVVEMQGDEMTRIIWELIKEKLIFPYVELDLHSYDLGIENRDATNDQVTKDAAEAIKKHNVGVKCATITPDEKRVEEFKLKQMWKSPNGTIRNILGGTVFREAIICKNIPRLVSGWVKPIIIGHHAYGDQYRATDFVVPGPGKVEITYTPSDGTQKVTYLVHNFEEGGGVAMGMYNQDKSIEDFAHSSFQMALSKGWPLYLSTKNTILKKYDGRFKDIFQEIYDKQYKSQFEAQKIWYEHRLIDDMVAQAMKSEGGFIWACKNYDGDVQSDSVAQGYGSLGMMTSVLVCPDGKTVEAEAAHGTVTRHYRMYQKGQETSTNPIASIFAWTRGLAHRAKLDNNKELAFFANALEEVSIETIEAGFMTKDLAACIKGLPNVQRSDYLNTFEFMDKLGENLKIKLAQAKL
#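 IDH1-R132H (0.5 ug/mL dispensed) in pH 7.5 Tris buffer was preincubated 30 min with compound, then given a substrate mix of 0.016 mM NADPH and 2 mM alpha-KG for 80 min at room temperature; remaining NADPH was read by diaphorase/resazurin fluorescence.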
# LDHA block: blocks human lactate dehydrogenase A; P00338; purified LDHA, NADH/diaphorase-resazurin fluorescence; stronger effect = lower value; activity change, % (values are at about 110 or 230 µM); 0.15% of 480,000 active; AID 1347041; in the data active means activity change below about -30%; inconclusive means mostly about -25% to -30%;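 further: plate controls were DMSO wells for no effect and wells without enzyme for full effect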
#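 LDH5 2 nM; NADH 0.06 mM, pyruvate 0.2 mM; 200 mM Tris pH 7.4, EDTA, Tween-20; 5 min RT. Detection: diaphorase 0.133 mg/mL + resazurin 37 µM, fluorescence ex540/em590 at 0 and 20 min; normalized to enzyme-free and DMSO wells.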
# USP1 inh: USP1/UAF1 (human) deubiquitinase inhibition; recombinant USP1/UAF1, Ub-Rhodamine cleavage fluorescence; O94782; AID 743255; 0.23% of 390,000 active; Potency, µM (highest dose often 57.1 µM), inactives show top-dose activity change, negative = inhibition, usual class: inhibitors; further: potency means the concentration at half of the fitted maximal effect; on the % scale 0 is the no-effect control and ±100 the full control effect; nearly all actives have a fitted effect of over 60% in size; inactives centre near -12
#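 High-throughput fluorogenic screen: 1nM USP1/UAF1 complex, Ub-Rho substrate 150nM final, 50mM HEPES pH 7.8 with 0.5mM EDTA, 0.1 mg/ml BSA, 1mM TCEP and 0.01% Tween-20.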
# RGS4 inhibitor: blocks human RGS4-accelerated GTP hydrolysis; P49798; Transcreener GDP fluorescence polarization, RGS4-accelerated GTP hydrolysis; Potency, µM (doses to about 114 µM), for inactives: at the highest dose activity change, negative = inhibition, usual class: inhibitors; 0.039% of 390,000 active; AID 504845; further: potency means the concentration at half of the fitted maximal effect; on the % scale 0 is the no-effect control and ±100 the full control effect; nearly all actives have a fitted effect of over 75% in size; some results filed as inactive show a strong effect at the top dose
#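 MLSMR compounds (23 nl, pin-transferred) preincubated 10 min at room temperature with a 500nM (2x) first reagent, then RGS4 at 900nM (2x) plus Transcreener GDP mix added; fluorescence polarization (620/688 nm) read before and after 90 min at 30 °C.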
# Vif-A3F inh: inhibitors of Vif-A3F interaction | Potency, µM (top dose mostly 46.1 µM), for the others: at the top dose activity, negative = active | 0.2% of 390,000 active | HeLa A3F-eYFP + Vif (tagged APOBEC3F with the HIV-1 protein that degrades it), YFP fluorescence increase; further: potency means the concentration at half of the fitted maximal effect; % of control where 0% means no effect; nearly all actives have a fitted effect of over 65% in size
#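 HeLa cells stably expressing A3F-eYFP plus Vif, plated and incubated overnight at 37 deg C, then exposed to compounds overnight at 37 deg C. Blocked degradation read as raised yellow fluorescence (Ex 488/Em 500-530).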
# Vif-A3G inh: Vif-A3G binding inhibition; Q9HC16; HeLa A3G-eYFP + Vif (tagged APOBEC3G with the HIV-1 protein that degrades it), YFP fluorescence, overnight; Potency, µM (titrated, usually from 46.1 µM), inactives show at the highest dose activity, negative = active, hits mostly inhibitors; 0.076% of 410,000 active; AID 602310;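 further: potency means the concentration at half of the fitted maximal effect; on the % scale 0 is the no-effect control and ±100 the full control effect; nearly all actives have a fitted effect of over 60% in size; hits raise eYFP signal because A3G escapes Vif-driven loss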
#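 Read-out is eYFP fluorescence (Ex 488/Em 500-530) from Vif-expressing HeLa A3G-eYFP cells; more signal means A3G escaped Vif-mediated degradation. Cells plated overnight, compound pinned in, incubated overnight at 37 deg C.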
# TrxR1 inh: inhibitors of rat thioredoxin reductase 1 | O89049 | recombinant rTrxR1, NADPH fluorescence consumption, selenite substrate | Potency, µM (highest dose often 114 µM), without a hit: at the top dose activity change, negative = inhibition, usual class: inhibitors | 1% of 390,000 active | AID 588453; further: potency means the concentration at half of the fitted maximal effect; on the % scale 0 is the no-effect control and ±100 the full control effect; nearly all actives have a fitted effect of over 65% in size
#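 Rat TrxR1 (90 nM in the dispensed reagent) was pre-reduced with 400 uM NADPH for 5 min at room temperature, then incubated with compound for 15 min. After 400 uM selenite was added, NADPH fluorescence (Ex 340/Em 450 nm) was followed for 8 min.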
# Starred values were filed as active, the others as inactive; ? = inconclusive; . = no result given; [ ] = remark or other dose. Unless noted, the call rests on the fitted dose curve; in most records, active means well fitted curve in the direction sought with a large enough effect; inconclusive means small, poorly fitted or top-dose-only effect, or another doubt; inactive means no such curve, though single readings can be large; an effect the other way counts as inactive or inconclusive.
Structure | GRP78 ERSR act | TrxR1 substrate | mIDH1 inhibitor | LDHA block | USP1 inh | RGS4 inhibitor | Vif-A3F inh | Vif-A3G inh | TrxR1 inh
NC(=O)CC(NC(=O)Cc1ccc(Br)cc1)c1ccc(NCc2ccc(F)c(F)c2)c([N+](=O)[O-])c1 (stereo not given) | -7.7% | -1.0% | -7.5% | -2.3 | -23.4% | -5.0% | ? | ? | 14.5%
OCCNc1nc(N2CCN(Cc3ccccc3)CC2)nc2ccccc12 | -3.3% | 12.0% | 10.3% | -12.9 | -21.4% | -21.2% | -1.1% | 2.3% | 4.4%
O=C(CSC1=NS(=O)(=O)c2ccccc2N1)Nc1cccc(F)c1 | -2.2% | -6.6% | 7.3% | -1.4 | -4.6% | -6.5% | -2.3% | -2.7% | 0.5%
COc1ccc(Cl)cc1NC(=O)C1CCN(S(=O)(=O)c2ccc3c(c2)CC(C)N3C(C)=O)CC1 (stereo not given) | -2.7% | -6.8% | 3.5% | -2.1 | -17.4% | -7.7% | 5.8% | 1.2% | 10.7%
CCOc1cc(NC(=O)c2ccccn2)c(OCC)cc1NC(=O)c1ccc(OC)cc1 | -1.2% | 10.9%[57.1 µM] | -5.6% | -3.5 | -19.2% | -2.1% | 6.1% | 7.8% | 20.8%
CCCCn1c(CCl)nc2cc(S(=O)(=O)N3CCOCC3)ccc21 | -0.6% | -2.2% | 6.6% | -0.2 | -1.3% | -13.0% | -7.5% | 0.9% | ?
CCN1C(c2ccccc2)=C(c2ccccc2)S/C1=C\C=C1/SC(=S)N(C)C1=O | -4.4% | 9.6%[57.1 µM] | -0.2% | 5.4 | -8.0% | ? | -3.2% | 0.8% | 6.2%[57.1 µM]
CCn1c(SCC(=O)Nc2ccccc2C)nnc1-c1ccccc1O | -2.2% | 3.2%[57.1 µM] | 3.9% | 2.6 | -7.5% | 23.1% | -17.1% | 0.1% | -15.0%
O=[N+]([O-])c1cccc(S(=O)(=O)N2CCN(S(=O)(=O)N3CCOCC3)CC2)c1 | 2.6% | 7.3%[0.0914 µM] | 0.4% | -6.7 | -10.4% | -8.2% | 4.8% | -0.7% | 17.4%[57.1 µM]
CC1CC(C)(C)NC(=S)N1CCCC(=O)Nc1ccccc1F (stereo not given) | -2.8% | 7.3% | 2.2% | -6.4 | -14.8% | -4.1% | -1.6% | 0.2% | 3.7%[57.1 µM]
CCOC(=O)c1c(C)c(C(=O)N2CCc3ccccc3C2)c(C)n1CC | -2.8% | 6.0% | 5.5% | -4.4 | -16.3% | -9.4% | -7.8% | -25.9% | 13.2%
Cc1cccc(NC(=O)c2ccc(Cl)c(S(=O)(=O)N3CCCCCC3)c2)n1 | -3.7% | -5.6% | 1.0% | -5.3 | -8.1% | -6.5% | -12.8% | -3.6% | -0.7%
Cc1nc(-c2cccs2)ccc1C(=O)O | -3.1% | 10.7% | -9.1% | -1.4 | -23.9% | 4.1% | 0.6% | -1.7% | 4.0%
CC(=O)Nc1ccc(NC(=O)c2ccc(CN3CCc4ccccc4C3)cc2)cc1 | -4.0% | 10.6%[57.1 µM] | 5.7% | -10.1 | -29.9% | 6.1% | -6.2% | 1.5% | 15.0%[57.1 µM]
O=C(NCCN1C(=O)S/C(=C/c2cccnc2)C1=O)C1=NN(c2ccccc2)C(=O)CC1 | -7.2% | -4.1% | -1.3% | 3.1 | -19.6% | -37.7% | 1.5% | -4.3% | -4.5%
Nc1ccc2nc(N3CCOCC3)sc2c1 | -1.6% | -0.6%[57.1 µM] | 5.2% | -13.7 | -5.2% | -2.6% | -9.6% | -4.3% | 2.3%[57.1 µM]
CCOc1ccc(NS(=O)(=O)c2ccc(C(=O)NCC(c3ccco3)N3CCCC3)cc2)cc1 (stereo not given) | -3.3% | 1.4% | 12.0% | 0.4 | -21.3% | -27.1% | -1.8% | 0.1% | -5.4%
CCN(CC)S(=O)(=O)c1ccc2oc(SCC(=O)NC3CC3)nc2c1 | -1.7% | 2.0% | 8.7% | -3.0 | -15.7% | ? | 5.7% | -0.1% | 13.5%
O=C(COc1ccccc1[N+](=O)[O-])N1CCN(c2ccccn2)CC1 | -4.0% | 3.9%[57.1 µM] | 7.8% | -7.1 | -13.3% | -12.6% | -13.8% | 1.3% | 5.5%[57.1 µM]
O=C(Cc1ccc(Br)cc1)NC1CCSC1=O (stereo not given) | 0.6% | 9.2%[57.1 µM] | -6.1% | -5.9 | -0.3% | 20.1% | -1.3% | 1.3% | 30.6%[57.1 µM]
COc1ccc(Cl)cc1C(=O)NCCS(=O)(=O)N1CCN(c2ccccc2F)CC1 | -2.6% | 0.1% | 25.2% | -2.1 | -9.7% | -18.3% | -12.7% | 2.3% | 38.1%[activator]
CCC(C)[C@H](NC(=O)N1CC(=O)Nc2ccccc21)C(=O)N[C@H](C(=O)O)c1ccccc1 (stereo not given in full) | -4.5% | 0.4% | 2.2% | 0.3 | -11.3% | 23.4% | -0.9% | 2.3% | 11.1%
C[N+]1(CC(=O)c2ccc(Br)cc2)CCOCC1 | -0.1% | 6.0% | . | . | . | . | . | 0.1% | 22.7%
OCC[C@@H]1C[C@H](O)[C@@H](O)[C@]2(CCCO2)O1 | -1.1% | -2.4% | 0.4% | -5.9 | 12.5% | 6.0% | -0.1% | -5.4% | 2.7%
CCOc1ccc(NC(=O)C2CCCN(c3nn4cc(-c5ccc(OC)cc5)nc4s3)C2)cc1 (stereo not given) | -3.6% | -8.3% | 11.5% | 1.0 | -12.5% | -43.8% | 4.3% | 4.4% | -1.0%
O=C(/C=C/c1ccc(Br)o1)NCc1ccccc1 | -1.3% | 1.7% | 0.4% | -2.8 | -1.5% | ? | -10.0% | -9.8% | 3.98µM*
Cc1nc(Nc2ccc(S(N)(=O)=O)cc2)oc1C | -1.3% | -0.3%[57.1 µM] | -1.1% | -2.2 | -22.0% | -8.3%[11.4 µM] | -2.8% | 2.8% | -8.4%[57.1 µM]
Cc1cc(C(=O)Nc2cccc(C)c2C)n(-c2ccccc2)n1 | 10.2% | 4.9% | 4.1% | 1.1 | -21.1% | -18.3% | -2.0% | -5.7% | 11.3%
Cc1noc(C)c1COC(=O)c1cccnc1SCC(=O)Nc1ccc2c(c1)OCO2 | 3.0% | 4.9% | 5.3% | 9.7 | -14.5% | -3.4% | 7.2% | 1.0% | 13.4%
N/C(=N\OC(=O)Cc1ccccc1[N+](=O)[O-])c1ccc(Br)cc1 | 1.8% | -6.0%[57.1 µM] | 13.1% | -4.8 | -10.7% | -1.5% | 6.7% | 0.2% | 15.2%
Cc1ccc(-c2nnn(CC(=O)O)n2)cc1 | -3.3% | -1.7% | 7.4% | -15.3 | -5.1% | -27.7% | -6.9% | -2.7% | -1.1%
COc1ccccc1C(CNC(=O)c1ccc(-c2ccccc2Cl)o1)N1CCCC1 (stereo not given) | -3.1% | 3.9% | -0.1% | -12.5 | -5.3% | 17.0% | -12.3% | 1.0% | -0.1%
CC1=CN2C(=N)/C(=C/c3cn(CCCOc4ccccc4C)c4ccccc34)C(=O)N=C2S1 | -2.1% | -5.6% | 2.4% | -3.5 | -19.9% | 1.7% | -8.5% | -2.6% | 6.7%[57.1 µM]
CCOc1ccccc1CNCc1c(C(=O)O)n(Cc2ccccc2)c2cc(OC)ccc12 | -0.4% | 4.3% | -2.1% | 4.0 | -25.2% | 14.0% | -1.5% | -2.6% | 16.5%
COc1ccccc1-c1noc(-c2ccc(NCc3ccccc3)c([N+](=O)[O-])c2)n1 | -1.4% | -13.7% | -3.7% | -3.0 | -3.6% | 22.3% | 2.9% | 2.6% | -12.3%
CC(C)c1ccc(C(C)NC(=O)C2CCCC2)cc1 (stereo not given) | -2.1% | 13.6% | -0.1% | -4.3 | -6.5% | 39.5% | -0.7% | 0.6% | 37.0%[activator]
COc1ccc(Nc2cc(C)nc(-n3nc(C)cc3C)n2)cc1Cl | -3.3% | 2.0%[57.1 µM] | -10.4% | -10.8 | -21.6% | -24.7% | -8.4% | 2.4% | 21.1%[57.1 µM]
O=C(CSc1nc2ccc(Cl)cc2[nH]1)NCCc1ccccc1 | -2.3% | -8.9% | 5.5% | 9.1 | -7.5% | -8.6% | -2.2% | 0.3% | -8.1%
COc1ccc(Nc2nc3c(S(=O)(=O)c4ccccc4)nnn3c3ccsc23)cc1OC | -4.3% | -8.0% | -19.6% | -1.0 | ? | -100.6% | 8.1% | 0.7% | -5.1%
CC(=O)Nc1cc(-c2nn(CC(=O)N3CCCCC3)c(=O)c3ccccc23)ccc1N1CCOCC1 | -3.9% | 6.1% | 4.5% | -0.1 | ? | 13.4% | -9.4% | 2.4% | 12.4%
Cc1ccc2c(c1)N(CC(=O)N1CCOCC1)C(=O)C(C)O2 (stereo not given) | -2.3% | -9.0% | 0.0% | -3.0 | -8.7% | 18.4% | 0.4% | 5.8% | -10.9%

# Some of the compounds tested; the hit share may differ from the screen's.
